OXTR potentiate: potentiators of human oxytocin receptor. P30559. CHO-OTR cells, Fluo-8 calcium fluorescence, potentiator mode; 0% = oxytocin EC15, 100% = EC100. activation, % at 3 µM. 0.061% of 320,000 active;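 active = activation above that plate's cutoff, the mean activation of tested compounds plus 3 SD, cut at about 6.6% in these data, passing the limit was not always enough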;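 note: 100% uses oxytocin at 75 nM as the full agonist control; some results filed as inactive read as strong as hits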
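Assay system: CHO-OTR cells, human receptor / Also added: oxytocin at about EC15, sub-maximal agonist stimulus / Dosing: single dose, 3.0 µM nominal final compound concentration / Incubation: 6 min pre-incubation, 100 s read / Technique: Fluo-8 calcium dye fluorescence / Read-out: % activation vs EC15 and EC100 oxytocin / Benchmarks: EC15 oxytocin low, 75 nM oxytocin high / Replicates: singlicate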
CHO-K1 Ca ag: nonselective activator or artifact in parental CHO-K1 cells. Fluo-8 calcium fluorescence; scaled to maximal ATP response, vehicle zero. activation, % at 3 µM. 0.48% of 360,000 active. AID 602248; in the data active = activation above about 15%;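 note: untransfected CHO-K1 host cells lacking M1 receptor as counterscreen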
CHO-K1 Ca PAM: nonselective activator or artifact in parental CHO-K1 calcium assay | 0.02% of 360,000 active | AID 602247 | activation, % at 3 µM | ATP EC20, Fluo-8 calcium fluorescence; 0% at ATP EC20, 100% at ATP max;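 active = activation above the run cutoff, the mean activation of all test compounds plus 3 SD, cut at about 40% in these data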;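 note: peak over basal fluorescence ratio in a 140 s read after ATP addition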
CHO parental Ca: counter-screen: ATP calcium response change in parental CHO cells; 0.63% of 330,000 active; AID 463079; parental CHO-K1, ATP-induced calcium, Fluo-8 fluorescence; inhibition, % at 5.6 µM;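 active = inhibition above that plate's mean sample inhibition plus 3 SD, cut at about 26% in these data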;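 note: 0% = ATP-challenged DMSO wells and 100% = DMSO wells without ATP; some compounds past the cut are filed as inactive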
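Test system: untransfected parental CHO cell line. Compound: one dose, 5.6 µM nominal. Detection: intracellular calcium via Fluo-8 no-wash fluorescent dye. Measure: % inhibition. Benchmarks: ATP-challenged DMSO wells low, unchallenged DMSO wells high.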
CHRM1 agonist: agonists of human M1 muscarinic receptor; P11229; CHO-K1 hM1, Fluo-8 calcium fluorescence, agonist mode; 0% DMSO, 100% acetylcholine EC100; activation, % at 3 µM; 0.33% of 360,000 active;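 active = activation above the run's mean compound activation plus 3 SD, cut at about 16% in these data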;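 note: peak over basal fluorescence ratio within a 140 s kinetic read after compound addition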
Target sequence (P11229 whole entry, looked up): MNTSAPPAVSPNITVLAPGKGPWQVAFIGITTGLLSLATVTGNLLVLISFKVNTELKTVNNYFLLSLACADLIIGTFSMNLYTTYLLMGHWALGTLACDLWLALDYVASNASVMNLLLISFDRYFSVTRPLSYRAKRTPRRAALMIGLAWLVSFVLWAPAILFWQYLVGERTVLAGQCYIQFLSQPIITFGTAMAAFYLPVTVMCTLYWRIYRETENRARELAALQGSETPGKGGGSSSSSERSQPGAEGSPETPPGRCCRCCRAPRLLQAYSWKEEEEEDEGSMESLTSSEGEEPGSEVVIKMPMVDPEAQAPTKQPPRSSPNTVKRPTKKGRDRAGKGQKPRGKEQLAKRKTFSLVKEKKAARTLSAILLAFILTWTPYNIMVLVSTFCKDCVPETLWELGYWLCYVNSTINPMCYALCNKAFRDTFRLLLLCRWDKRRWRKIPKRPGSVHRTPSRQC
V1aR counter: activates human V1a receptor in oxytocin agonist counter-screen; CHO-V1R cells, Fluo-8 calcium fluorescence, agonist mode; 0% DMSO, 100% 3 nM vasopressin; activation, % at 3 µM; 0.25% of 320,000 active; AID 2797;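 active = activation above the mean activation of all tested compounds plus 3 SD, per screening run, cut at about 20% in these data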;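 note: signal is peak over basal fluorescence ratio across a 100 second FLIPR read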
Target sequence (P37288 whole entry, looked up): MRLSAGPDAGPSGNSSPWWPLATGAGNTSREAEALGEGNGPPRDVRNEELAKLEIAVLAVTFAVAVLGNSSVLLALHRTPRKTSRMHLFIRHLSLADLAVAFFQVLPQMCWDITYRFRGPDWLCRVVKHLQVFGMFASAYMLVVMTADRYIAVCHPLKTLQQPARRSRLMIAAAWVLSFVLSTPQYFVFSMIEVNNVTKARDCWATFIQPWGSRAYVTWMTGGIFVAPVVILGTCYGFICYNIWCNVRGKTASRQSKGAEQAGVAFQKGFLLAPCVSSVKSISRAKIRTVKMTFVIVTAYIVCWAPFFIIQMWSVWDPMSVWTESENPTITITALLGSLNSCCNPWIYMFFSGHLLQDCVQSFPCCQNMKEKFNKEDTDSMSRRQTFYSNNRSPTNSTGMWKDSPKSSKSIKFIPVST
TAAR1 agonist: human TAAR1 agonism | Q96RJ0 | CHO RD-HGA16 TAAR1, Fluo-8 calcium fluorescence; vehicle wells 0%, saturating PEA agonist 100% | activation, % at 3 µM | 0.99% of 360,000 active;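 active = activation above the mean activation of all test compounds in the run plus 3 SD, cut at about 38% in these data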
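Benchmarks: low control DMSO, high control PEA (EC100); System: CHO RD-HGA16 cells carrying human TAAR1 plus Gα16; Detection: Fluo-8 fluorescence, 5 s baseline then 140 s kinetic read; Schedule: 17-24 h plating, Fluo-8 75 min 37 °C, 30 min RT; Read-out basis: % activation from peak over basal fluorescence ratio, DMSO-to-PEA scaled.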
TAAR1 antag: human TAAR1 antagonism; Q96RJ0; CHO RD-HGA16 TAAR1, Fluo-8 calcium fluorescence, antagonist; inhibition, % at 3 µM; 1.5% of 360,000 active; AID 624466;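 active = inhibition above a per-plate cutoff, the mean inhibition of test compounds on that plate plus 3 SD, cut at about 49% in these data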;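 note: 0% = DMSO plus EC80 beta-PEA response and 100% = DMSO alone without agonist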
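Assay system: CHO-derived RD-HGA16 cells stably expressing human TAAR1 plus Gα16. Timing: 140 s kinetic read after compound, 140 s after agonist. Technique: kinetic Fluo-8 calcium fluorescence measurement. Measure: % inhibition of agonist calcium response.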
CHO-K1 Ca antag: nonselective inhibitor or artifact in parental CHO-K1 cells | ATP-induced calcium, Fluo-8 fluorescence | inhibition, % at 3 µM | 0.6% of 360,000 active | AID 602250;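 active = inhibition above a per-plate cutoff, the plate's mean sample inhibition plus 3 SD, cut at about 24% in these data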;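 note: 0% = DMSO plus EC80 ATP and 100% = DMSO alone without ATP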
* marks the source's active call; other numbers are inactive results; . = not tested or not shown. The order is random (roughly 3.3% active in at least one column).

SMILES | OXTR potentiate | CHO-K1 Ca ag | CHO-K1 Ca PAM | CHO parental Ca | CHRM1 agonist | V1aR counter | TAAR1 agonist | TAAR1 antag | CHO-K1 Ca antag
C/C(=N\NC(=O)c1ccccc1O)c1ccc(NC(=O)Cc2ccccc2)cc1 | -4 | -0.1 | -22 | 20 | -1 | 2.0 | 4 | -12 | 10
Cc1[nH]c2ccc(OC(F)(F)F)cc2c1CCN1C(=O)c2ccc(C(=O)O)cc2C1=O | 2 | -0.4 | -5 | -8 | -4 | 0.4 | 4 | 6 | 0
O=C(O)C1C2C=CC(O2)C1C(=O)NCc1ccc2c(c1)OCO2 (configuration not stated) | -6 | 0.3 | 13 | -10 | -1 | 0.9 | 25 | -1 | 1
C=CCn1c(C)cc(C(=O)COC(=O)CCc2cc(OC)c(OC)c(OC)c2)c1C | -5 | 0.3 | 5 | -29 | 1 | 2.1 | 2 | 10 | -6
O=C(Nc1ccccc1N1CCOCC1)c1cc(-c2ccco2)nc2ccccc12 | 3 | 5.5 | 0 | -44 | 2 | -1.4 | 18 | 62* | 16
O=C(NCc1ccc(Cl)cc1)c1ccc(-c2ccccc2C(F)(F)F)o1 | -8 | 0.4 | -10 | -8 | -3 | 0.5 | 1 | 31 | 3
CC(=O)c1ccc(S(=O)(=O)Nc2ccc(N3CCOCC3)cc2)cc1 | 3 | 3.7 | -2 | -5 | -1 | 2.7 | 5 | 7 | -4
CC(c1nc2ccccc2[nH]1)N(C(=O)Cc1csc2ccccc12)c1cccnc1 (configuration not stated) | . | 3.8 | 9 | . | 0 | . | 5 | 13 | -28
O/N=C1/CCc2cccc3cccc1c23 | -2 | 0.0 | -6 | 3 | -3 | 1.6 | 23 | 11 | -1
CC1(C)Cc2c(c(N3CCCC3)nc3sc(C(=O)Nc4ccccc4)c(N)c23)CO1 | -10 | 1.6 | 9 | -36 | -2 | 1.2 | -1 | -1 | -9
COc1ccc(NC(=O)COC(=O)CCSc2ccccc2)cc1OC | -3 | 9.1 | 6 | -2 | 3 | 3.7 | 5 | 2 | 4
CCOC(=O)c1cnn(-c2cc(C)c3ccccc3n2)c1N | -4 | 0.9 | 23 | -22 | -2 | -0.8 | 2 | 8 | -18
CCC1Oc2ccc(C)cc2N(CC(=O)NCCCN2CCN(Cc3ccccc3)CC2)C1=O (configuration not stated) | 1 | -0.4 | -9 | -17 | -3 | 0.3 | 16 | 2 | 1
COc1ccc(NC(=O)COC(=O)CN2C(=O)NC(C)(C)C2=O)cc1 | -8 | 0.9 | 8 | -3 | -1 | 0.2 | 1 | -10 | -9
Cc1occc1-c1nnc(SCC(=O)Nc2ccccc2)n1C(C)c1ccccc1 (configuration not stated) | -14 | 1.1 | -2 | -29 | -3 | 3.5 | 13 | 19 | 4
CC(C)(C)n1cnc2cc(NCc3cccs3)ccc21 | -6 | 0.1 | 5 | -9 | -3 | 1.0 | 1 | 1 | -2
CCN(CC(=O)Nc1ccc2c(c1)OCCO2)C(=O)c1cccc(S(=O)(=O)N2CCOCC2)c1 | 7 | -0.2 | 7 | -3 | -3 | -0.5 | 6 | 7 | -1
COc1ccc2nc(SCC(=O)NC(C)c3ccccc3)[nH]c2c1 (configuration not stated) | -4 | 0.9 | -6 | -22 | -2 | -0.1 | 4 | 3 | -16
Cc1ccc(-c2cc(C(F)F)nc(N3CCOCC3)n2)cc1 | 2 | -0.3 | 10 | -18 | -10 | -1.2 | 4 | -33 | -2
COc1cc(NC(C)C(=O)N2CC(C)OC(C)C2)cc(OC)c1 (configuration not stated) | 4 | 0.7 | 20 | -31 | -2 | 1.0 | 5 | 5 | -11
CC(=O)c1ccc(NC(=O)CSC(=S)N2CCCC2)cc1 | -8 | 1.4 | -10 | -14 | -7 | 1.3 | 13 | -10 | 0
C[C@@H]1CN([C@@H](C)CO)C(=O)CCCn2nncc2CO[C@H]1CN(C)S(=O)(=O)c1ccc(Cl)cc1 | . | 0.3 | -10 | . | -4 | . | 2 | -10 | -11
O=C(CSc1ccc(-c2cccnc2)nn1)Nc1ccc(F)cc1F | 5 | 0.6 | -23 | -12 | -1 | 2.7 | 4 | -16 | 9
Cn1cc(Br)c(C(=O)N2CCc3ccccc32)n1 | 6 | 1.1 | 31 | -3 | -8 | -0.5 | 0 | 10 | -11
CCN1CCN(CCCNC(=O)C2CCCN(c3nnc(-n4cccc4)s3)C2)CC1 (configuration not stated) | -6 | 0.1 | 13 | -14 | -5 | -0.3 | 13 | 7 | -11
C=C(C(=O)Nc1ccccc1)c1ccc(C)cc1 | -6 | 0.6 | -11 | -1 | 1 | 2.0 | 1 | 13 | 2
CCCn1nc(NS(=O)(=O)c2cccc3nonc23)c2cc3cc(C)ccc3nc21 | -1 | -0.5 | -2 | -16 | 6 | -1.3 | 0 | -9 | -7
COCc1c(C(=O)N2CCc3ccccc32)oc2ccccc12 | -2 | -1.8 | -5 | -22 | -9 | -1.7 | -2 | -2 | -23
CC12CC3CC(C)(C1)CC(C(=O)N1CCCC1)(C3)C2 | . | -0.2 | -8 | . | 4 | . | -2 | -12 | -4
Cc1cc(C)n(C(C)CNS(=O)(=O)c2ccccc2)n1 (configuration not stated) | -4 | 0.6 | 20 | -4 | -1 | 1.3 | 1 | -14 | -22
Cc1cccc(N(C(=O)c2snc(C(N)=O)c2N)C(C(=O)NC2CCCC2)c2ccco2)c1 (configuration not stated) | . | -0.8 | 11 | . | 2 | . | 15 | -12 | -12
Cc1cc(NC(=O)c2cccs2)n(-c2nc3ccccc3[nH]2)n1 | -10 | 0.3 | 25 | -17 | -7 | -0.5 | 5 | 10 | -12
CCOc1ccccc1N=C1NC(=O)CS1 | -8 | 0.1 | 13 | 1 | -3 | 0.1 | 1 | 6 | -8
COCc1[nH]nc2c1C(c1ccccc1Cl)C(C#N)=C(N)O2 (configuration not stated) | -8 | 0.1 | 9 | -13 | -3 | 1.1 | 1 | -2 | -5
CCOC(=O)c1c(NC(=O)COc2ncnc3ccccc23)sc(C)c1C | -7 | 0.3 | 16 | -21 | -9 | -1.0 | 3 | -8 | -7
CCCCNC(=O)O[C@@H]1C[C@H]2CCCC(=O)N3CC[C@@H](C1)[C@@H]23 | -2 | 0.1 | 15 | -12 | -1 | -0.2 | 7 | 2 | -16

Copied from the results shown, ten compounds:
SMILES | OXTR potentiate | CHO-K1 Ca ag | CHO-K1 Ca PAM | CHO parental Ca | CHRM1 agonist | V1aR counter | TAAR1 agonist | TAAR1 antag | CHO-K1 Ca antag
CCCn1nc(NS(=O)(=O)c2cccc3nonc23)c2cc3cc(C)ccc3nc21 | -1 | -0.5 | -2 | -16 | 6 | -1.3 | 0 | -9 | -7
COCc1c(C(=O)N2CCc3ccccc32)oc2ccccc12 | -2 | -1.8 | -5 | -22 | -9 | -1.7 | -2 | -2 | -23
CC12CC3CC(C)(C1)CC(C(=O)N1CCCC1)(C3)C2 | . | -0.2 | -8 | . | 4 | . | -2 | -12 | -4
Cc1cc(C)n(C(C)CNS(=O)(=O)c2ccccc2)n1 (configuration not stated) | -4 | 0.6 | 20 | -4 | -1 | 1.3 | 1 | -14 | -22
Cc1cccc(N(C(=O)c2snc(C(N)=O)c2N)C(C(=O)NC2CCCC2)c2ccco2)c1 (configuration not stated) | . | -0.8 | 11 | . | 2 | . | 15 | -12 | -12
Cc1cc(NC(=O)c2cccs2)n(-c2nc3ccccc3[nH]2)n1 | -10 | 0.3 | 25 | -17 | -7 | -0.5 | 5 | 10 | -12
CCOc1ccccc1N=C1NC(=O)CS1 | -8 | 0.1 | 13 | 1 | -3 | 0.1 | 1 | 6 | -8
COCc1[nH]nc2c1C(c1ccccc1Cl)C(C#N)=C(N)O2 (configuration not stated) | -8 | 0.1 | 9 | -13 | -3 | 1.1 | 1 | -2 | -5
CCOC(=O)c1c(NC(=O)COc2ncnc3ccccc23)sc(C)c1C | -7 | 0.3 | 16 | -21 | -9 | -1.0 | 3 | -8 | -7
CCCCNC(=O)O[C@@H]1C[C@H]2CCCC(=O)N3CC[C@@H](C1)[C@@H]23 | -2 | 0.1 | 15 | -12 | -1 | -0.2 | 7 | 2 | -16

Continued.
SMILES | OXTR potentiate | CHO-K1 Ca ag | CHO-K1 Ca PAM | CHO parental Ca | CHRM1 agonist | V1aR counter | TAAR1 agonist | TAAR1 antag | CHO-K1 Ca antag
O=C(NCCc1ccccc1)C1CCN(Cc2cccc3ccccc23)CC1 | -22 | 1.0 | 5 | -14 | -9 | 1.9 | 6 | 2 | -8
Cc1c(NC(=O)c2ccco2)cccc1-c1nc2cccnc2s1 | -4 | 2.1 | 4 | 1 | -1 | 2.7 | 14 | 34 | 8
COc1ccc(NC(=O)N2CCCC(c3ccccc3)C2)cc1 (configuration not stated) | . | 0.3 | -6 | . | -5 | . | 55* | 27 | 3
Cc1ccc(NC(=O)C(OC(=O)c2ccc(O)cc2)c2ccccc2)cc1Cl (configuration not stated) | -9 | 0.1 | 27 | 6 | -6 | 0.4 | 1 | -1 | -12
O=C(NNc1cc(C(F)(F)F)ccc1Cl)c1ccc(=O)[nH]c1 | -3 | 4.8 | 6 | -10 | -1 | 0.3 | 2 | -12 | -2
CC(C)NC(=O)N(C)C[C@H]1Oc2c(NC(=O)C3CCCCC3)cccc2C(=O)N([C@H](C)CO)C[C@@H]1C | -2 | 1.0 | 13 | -4 | -6 | 2.4 | 4 | -1 | -14
c1ccc(Cn2c(Nn3cnnc3)nc3ccccc32)cc1 | -6 | -0.1 | -5 | -3 | -8 | -0.1 | 2 | 3 | 1
Cc1ccc(CN2CC(C(=O)N(Cc3nnc(-c4ccccc4Cl)o3)C3CC3)CC2=O)cc1 (configuration not stated) | -3 | 1.1 | 6 | -16 | -8 | 6.5 | -1 | -2 | -7
COc1ccc(NS(=O)(=O)c2cccc(C(=O)N3CCC3)c2)cc1 | -10 | 1.5 | 13 | -5 | -2 | -0.7 | 0 | -12 | -1
O=C(CSc1nc(-c2ccccc2)nn1C(=O)c1ccccc1)Nc1cccc([N+](=O)[O-])c1 | -22 | 2.2 | -6 | 8 | -1 | 9.2 | 4 | 20 | -2
CC(C)CC(=O)N=C1SC2CS(=O)(=O)CC2N1Cc1ccccc1Cl (configuration not stated) | 1 | 0.6 | 7 | -13 | -2 | -1.4 | 4 | 8 | -2
